BLM inh – inhibitors of human Bloom syndrome helicase BLM; P54132; recombinant BLM DNA unwinding, fluorescence dequenching; Potency, µM (highest dose often 56.1 µM), for inactives: at the top dose activity change, negative = inhibition, actives largely listed as inhibitors; actives 0.2% (n = 350,000); AID 2528;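 note: plate controls were vehicle for no effect and no enzyme for full effect; nearly all actives have a fitted effect of over 35% in size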
Pol kappa inh – blocks human DNA polymerase kappa activity; purified Pol kappa, fluorescent DNA synthesis assay, 10 min; actives 0.53% (n = 400,000); Q9UBT6; Potency, µM (top dose mostly 107 µM), for inactives: at the highest dose activity, negative = inhibition, usual class: inhibitors; note: % is set by controls: 0 for no effect and ±100 for the full control effect
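Inhibition of 10 nM Pol kappa is measured by a fluorescent read-out at 0 and 10 min following addition of 50 nM substrate (final), with a 15-min room-temperature compound preincubation.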
POLB inh – DNA polymerase beta (human) inhibition. actives 1.3% (n = 340,000). Potency, µM (titrated, usually from 114 µM), inactives show at the highest dose activity change, negative = inhibition, hits mostly inhibitors. P06746. Pol beta primer extension/strand displacement, fluorescence kinetic; note: % is set by controls: 0 for no effect and ±100 for the full control effect
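Homogeneous kinetic assay of primer extension and strand displacement by 10 nM Pol beta, preincubated 15 min at room temperature with compound before 50 nM substrate (final) was added. Read at 0 and 10 min; four-parameter Hill fit.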
JMJD2A Tudor inh – inhibitors of human JMJD2A Tudor domain; AlphaScreen JMJD2A-Tudor / H3K4me3 peptide binding; AID 504339; actives 4.4% (n = 390,000); Potency, µM (doses to about 114 µM), for the others: at the highest dose activity change, negative = inhibition, usual class: inhibitors; O75164; note: % is set by controls: 0 for no effect and ±100 for the full control effect; nearly all actives have a fitted effect of over 50% in size
Pol eta inh – DNA polymerase eta (human) inhibition; recombinant Pol eta, fluorescent DNA replication assay; Q9Y253; Potency, µM (top dose mostly 114 µM), without a hit: top-dose activity change, negative = inhibition, usual class: inhibitors; actives 1.2% (n = 390,000); note: % is set by controls: 0 for no effect and ±100 for the full control effect
Target sequence (Q9Y253 whole entry, looked up): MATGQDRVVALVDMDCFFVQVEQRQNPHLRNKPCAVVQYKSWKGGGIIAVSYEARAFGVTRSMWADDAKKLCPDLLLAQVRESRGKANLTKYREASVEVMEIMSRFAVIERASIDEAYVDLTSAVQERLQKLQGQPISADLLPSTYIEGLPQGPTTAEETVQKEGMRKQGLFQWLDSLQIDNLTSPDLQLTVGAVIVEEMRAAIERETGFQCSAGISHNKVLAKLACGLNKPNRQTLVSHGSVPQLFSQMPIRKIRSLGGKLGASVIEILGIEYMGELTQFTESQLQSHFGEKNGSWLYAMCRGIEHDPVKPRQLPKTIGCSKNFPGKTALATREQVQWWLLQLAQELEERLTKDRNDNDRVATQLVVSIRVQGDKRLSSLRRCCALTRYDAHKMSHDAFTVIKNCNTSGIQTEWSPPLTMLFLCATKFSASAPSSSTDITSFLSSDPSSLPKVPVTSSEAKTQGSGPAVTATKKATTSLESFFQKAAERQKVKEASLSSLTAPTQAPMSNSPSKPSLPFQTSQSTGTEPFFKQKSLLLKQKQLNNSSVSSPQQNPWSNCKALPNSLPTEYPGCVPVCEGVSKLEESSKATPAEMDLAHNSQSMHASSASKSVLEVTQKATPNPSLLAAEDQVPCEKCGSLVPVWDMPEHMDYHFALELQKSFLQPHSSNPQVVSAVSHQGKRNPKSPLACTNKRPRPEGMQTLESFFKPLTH
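Pol eta at 10 nM preincubated with compounds 15 min at room temperature; reaction started with fluorescent substrate (50 nM final) and read kinetically at 0 and 10 min.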
APE1 inh – APE1 (human) endonuclease inhibition | P27695 | recombinant APE1, TAMRA/BHQ-2 abasic DNA cleavage fluorescence | Potency, µM (titrated, usually from 65.8 µM), without a hit: at the top dose activity change, negative = inhibition, hits mostly inhibitors | actives 0.35% (n = 350,000);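 note: plate controls were vehicle for no effect and reference inhibitor for full effect; nearly all actives have a fitted effect of over 55% in size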
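APE1 at 0.75 nM final was preincubated with compound 15 min at room temperature, then 50 nM double-stranded THF abasic-site substrate (5'-TAMRA/3'-BHQ-2) was added. Fluorescence (ex 525/em 598 nm) was read kinetically; third-minus-first read gave activity.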
G9a block – blocks human histone lysine methyltransferase G9a; Q96KQ7; G9a H3K9 monomethylation, AlphaScreen, 2 h; Potency, µM (doses to about 102 µM), for inactives: at the top dose activity, negative = inhibition, usual class: inhibitors; actives 8.8% (n = 350,000); AID 504332; note: % is set by controls: 0 for no effect and ±100 for the full control effect; nearly all actives have a fitted effect of over 75% in size
Target sequence (Q96KQ7 913-1193 limits assumed): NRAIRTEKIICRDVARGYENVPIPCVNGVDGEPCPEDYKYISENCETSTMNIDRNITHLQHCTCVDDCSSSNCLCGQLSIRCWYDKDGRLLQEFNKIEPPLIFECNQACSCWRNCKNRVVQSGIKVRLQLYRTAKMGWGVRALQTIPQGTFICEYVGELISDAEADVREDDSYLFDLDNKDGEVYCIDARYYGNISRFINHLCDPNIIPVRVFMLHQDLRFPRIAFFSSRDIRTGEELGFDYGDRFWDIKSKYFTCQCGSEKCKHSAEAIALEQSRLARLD
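Methyltransferase reactions run at room temperature for 2 h (20 nM enzyme, 500 nM biotin-H3K9 peptide, 20 uM SAM) after a 15 min compound preincubation; product detected by AlphaScreen beads and anti-H3K9me1 antibody.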
Pol iota inh – DNA polymerase iota (human) inhibition; Q9UNA4; Pol iota fluorescent replication assay, 10 min; Potency, µM (top dose mostly 115 µM), for the others: at the highest dose activity, negative = inhibition, usual class: inhibitors; actives 1% (n = 390,000); AID 588590
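Pol iota at 10 nM preincubated 15 min with compounds at room temperature; reaction started with fluorescent substrate, 50 nM final. Fluorescence read kinetically at 0 and 10 min; buffer-only wells as negative control.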
BAZ2B inh – BAZ2B (human) inhibition; actives 4.4% (n = 360,000); Q9UIF8; AlphaScreen BAZ2B-H3K14Ac peptide displacement; AID 504333; Potency, µM (highest dose often 114 µM), inactives show top-dose activity change, negative = inhibition, most hits filed as inhibitors; note: % is set by controls: 0 for no effect and ±100 for the full control effect; nearly all actives have a fitted effect of over 60% in size
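AlphaScreen displacement of biotin-H3(5-23)K14Ac peptide (50 nM final) from BAZ2B (50 nM final) in PBS pH 7.4, 0.01% Tween-20; complex preformed 30 min RT, then compounds (top 110 uM) 30 min RT, beads 20 min dark.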
Starred values were filed as active, the others as inactive; & = joins results of further samples; ! = repeats disagree; [ ] = remark or other dose. Calls come from the whole dose curve; as a rule, active = well fitted curve in the direction sought with a large enough effect; inconclusive = small, poorly fitted or top-dose-only effect, or another doubt; inactive = no such curve, though single readings can be large; an effect the other way counts as inactive or inconclusive. Potency is the fitted concentration of half-maximal effect. This is a subset (hit frequency here may not be typical).

Screening C[C@]12CCC(=O)CC1=CCC1C3CC=C(C#N)[C@@]3(C)CC[C@@]12O (some centres not stated) returned BLM inh -1%, Pol kappa inh 11%, POLB inh 43%, JMJD2A Tudor inh -5%, Pol eta inh -12%, APE1 inh -8%, G9a block -1%, Pol iota inh 17% and BAZ2B inh 7%.
`COc1ccc([N+](=O)[O-])cc1C1NN=C(c2ccccc2O)S1` (configuration not stated) gave BLM inh -11%, Pol kappa inh -27%, POLB inh 10%, JMJD2A Tudor inh inconclusive, Pol eta inh 0%, APE1 inh -1%, G9a block inconclusive, Pol iota inh 13% and BAZ2B inh -3%.
For C[C@@H](NC(=O)C1(c2ccccc2)CCN(C(=O)OC(C)(C)C)CC1)C(=O)N[C@@H](C(=O)O)c1ccccc1 the results were BLM inh -3%, Pol kappa inh -2%, POLB inh -1%, JMJD2A Tudor inh -35%, Pol eta inh -17%, APE1 inh 8%, G9a block 14%[12.7 µM], Pol iota inh -14% and BAZ2B inh -2%.
`NCCCCNCCCN` gave BLM inh 69%&30%&4%&70%[activator], Pol kappa inh inconclusive, POLB inh 18%[57.1 µM], JMJD2A Tudor inh -1%, Pol eta inh -6%[57.1 µM], APE1 inh 7%&-2%&0%&20%, G9a block 11µM*!, Pol iota inh 2%[58.9 µM] and BAZ2B inh 7%.
COCc1cc(C)nc(SCC(=O)Nc2ccc3c(c2)n(C)c(=O)n3C)c1C#N was read as BLM inh 1%, Pol kappa inh -8%, POLB inh 41%, JMJD2A Tudor inh -9%, Pol eta inh -2%, APE1 inh -7%, Pol iota inh 8% and BAZ2B inh -13%.
CC(=O)c1cn(CC(=O)Nc2ccccc2C)c2ccccc12 was read as BLM inh 3%, Pol kappa inh -2%, POLB inh 2%, JMJD2A Tudor inh -8%, Pol eta inh -11%, APE1 inh 5%, G9a block -6%[0.501 µM], Pol iota inh 0% and BAZ2B inh 17%.
For COc1ccc(NC(=O)c2cc(-c3cc(C)cc(C)c3O)n[nH]2)cc1Cl the results were BLM inh -12%, Pol kappa inh -11%, POLB inh 1%, JMJD2A Tudor inh -26%, Pol eta inh -21%, APE1 inh -9%, G9a block -3%[12.7 µM], Pol iota inh 15% and BAZ2B inh -4%.
For COc1ccc2oc(=O)c(-c3csc(Nc4cccc(O)c4)n3)cc2c1 the results were BLM inh -15%, Pol kappa inh -9%, POLB inh 35%, JMJD2A Tudor inh 8%, Pol eta inh inconclusive, APE1 inh inconclusive, G9a block 3%[59 µM], Pol iota inh 6% and BAZ2B inh 1%.
Screening O=C(CC(c1ccccc1)c1ccccc1O)N1CCCC1 (configuration not stated) returned BLM inh 0%, Pol kappa inh 2%, POLB inh 10%, JMJD2A Tudor inh 11%, Pol eta inh -8%, APE1 inh -5%, G9a block inconclusive, Pol iota inh 6% and BAZ2B inh 32%[activator].
Screening Nc1ccc(S(=O)(=O)NCC(=O)OC2CCOC2=O)cc1[N+](=O)[O-] (configuration not stated) returned Pol kappa inh -34%, JMJD2A Tudor inh -25%, Pol eta inh inconclusive, APE1 inh inconclusive, G9a block -2%[12.7 µM], Pol iota inh inconclusive and BAZ2B inh -13%.
Cc1cccc(-c2nc(CN3CCCC(C(=O)NCCc4ccc(Cl)cc4)C3)c(C)o2)c1 (configuration not stated) was read as BLM inh -6%, Pol kappa inh -13%, POLB inh 12%, JMJD2A Tudor inh inconclusive, Pol eta inh -22%, G9a block inconclusive, Pol iota inh 6% and BAZ2B inh 56µM*.
N#Cc1ccccc1Oc1ccc(S(=O)(=O)N2CCCCC2)cn1 was read as Pol kappa inh -2%, JMJD2A Tudor inh 2%, Pol eta inh -12%, APE1 inh 49%, G9a block 1%[0.501 µM], Pol iota inh 13% and BAZ2B inh 2%.
`CCN(CC)c1ccc(C(=O)N2CCN(Cc3ccccc3)CC2)cc1` gave BLM inh 0%, Pol kappa inh -2%, POLB inh -3%, JMJD2A Tudor inh inconclusive, Pol eta inh -4%, APE1 inh -12%, G9a block inconclusive, Pol iota inh 2% and BAZ2B inh -12%.
For COc1ccc([C@H]2CC(=O)C=C(c3cccc(CO)c3)C2)cc1 the results were Pol kappa inh 6%, JMJD2A Tudor inh -16%, Pol eta inh -19%, APE1 inh 12%, G9a block -5%[0.501 µM], Pol iota inh 13% and BAZ2B inh -24%.
CN(C(=O)CSc1nc(-c2ccccc2)cn1N)C(c1ccccc1)c1ccccc1 was read as BLM inh -21%, Pol kappa inh -2%, POLB inh inconclusive, JMJD2A Tudor inh inconclusive, Pol eta inh -18%, APE1 inh -5%, G9a block 18µM*, Pol iota inh 18% and BAZ2B inh 45µM*.
`O=C(CCc1ccccc1)NNC(=O)c1ccc(Br)cc1` gave BLM inh 1%, Pol kappa inh -10%, POLB inh -19%, JMJD2A Tudor inh -6%, Pol eta inh 11%, APE1 inh inconclusive, G9a block 3%, Pol iota inh 16% and BAZ2B inh -19%.
`COc1ccc2c(c1OC)C(=O)N(c1ccccn1)C2` gave BLM inh 1%, Pol kappa inh -1%, POLB inh 15%, JMJD2A Tudor inh 7%, Pol eta inh -5%, APE1 inh -3%, G9a block -6%, Pol iota inh 10% and BAZ2B inh 11%.
Cc1nn(CC(=O)Nc2ccc3c(c2)nc2n3CCN(C3CCCCC3)C2)c(=O)c2ccccc12 was read as BLM inh -11%, Pol kappa inh -4%, POLB inh 9%, JMJD2A Tudor inh -28%, Pol eta inh -15%, APE1 inh 21%, Pol iota inh 70%[activator] and BAZ2B inh 0%.
For CCOC(=O)c1cnc2ccc(C(=O)OC)cc2c1Nc1ccc(N2CCOCC2)cc1 the results were BLM inh -2%, Pol kappa inh -2%, POLB inh -9%, JMJD2A Tudor inh 50µM*, Pol eta inh -17%, G9a block 13µM*, Pol iota inh 3% and BAZ2B inh 18µM*.
Cc1ccc(CNC(=O)CCCCCNc2nc(=S)[nH]c3ccccc23)cc1 was read as BLM inh -2%, POLB inh 10%, APE1 inh 13%, G9a block 29% and BAZ2B inh -4%.
Screening O=C(COc1ccccc1Cl)Nc1ccc2c(c1)C(=O)NC2=O returned BLM inh -3%, Pol kappa inh 0%, POLB inh 17%, JMJD2A Tudor inh -20%, Pol eta inh -7%, APE1 inh 12%, G9a block 48%, Pol iota inh -18% and BAZ2B inh -21%.
COCC(=O)O[C@]1(CCN(C)CCCc2nc3ccccc3[nH]2)CCc2cc(F)ccc2[C@@H]1C(C)C was read as BLM inh 3%&-9%&4%, Pol kappa inh -21%[60.1 µM], POLB inh 10%[57.1 µM], JMJD2A Tudor inh -24%, Pol eta inh -5%[57.1 µM], APE1 inh 2%&5%&3%, G9a block -49%[12.7 µM], Pol iota inh -1%[58.9 µM] and BAZ2B inh -30%.
CCOC(=O)CSc1nnc(NC(=O)c2cccc([N+](=O)[O-])c2C)s1 was read as BLM inh 0%, Pol kappa inh 2%, POLB inh -13%, JMJD2A Tudor inh -10%, Pol eta inh -17%, APE1 inh 1%, G9a block 25µM*, Pol iota inh 1% and BAZ2B inh -8%.
Screening COc1ccc(CNC(=O)C2CCCN2C)cc1OC (configuration not stated) returned BLM inh -7%, Pol kappa inh -8%, POLB inh -1%, JMJD2A Tudor inh -9%, Pol eta inh -18%, APE1 inh 6%, G9a block 32%[12.7 µM], Pol iota inh 18% and BAZ2B inh -16%.
For CCOC(=O)c1nc2cc3n(c(C)c-2c1C)C(C)C(CC)=C3C (configuration not stated) the results were Pol kappa inh -21%, JMJD2A Tudor inh -6%[57.1 µM], Pol eta inh inconclusive and Pol iota inh 48%[activator].

Quoted from the results shown, 7 compounds:
`O=C(CCc1ccccc1)NNC(=O)c1ccc(Br)cc1` gave BLM inh 1%, Pol kappa inh -10%, POLB inh -19%, JMJD2A Tudor inh -6%, Pol eta inh 11%, APE1 inh inconclusive, G9a block 3%, Pol iota inh 16% and BAZ2B inh -19%.
`COc1ccc2c(c1OC)C(=O)N(c1ccccn1)C2` gave BLM inh 1%, Pol kappa inh -1%, POLB inh 15%, JMJD2A Tudor inh 7%, Pol eta inh -5%, APE1 inh -3%, G9a block -6%, Pol iota inh 10% and BAZ2B inh 11%.
Cc1nn(CC(=O)Nc2ccc3c(c2)nc2n3CCN(C3CCCCC3)C2)c(=O)c2ccccc12 was read as BLM inh -11%, Pol kappa inh -4%, POLB inh 9%, JMJD2A Tudor inh -28%, Pol eta inh -15%, APE1 inh 21%, Pol iota inh 70%[activator] and BAZ2B inh 0%.
For CCOC(=O)c1cnc2ccc(C(=O)OC)cc2c1Nc1ccc(N2CCOCC2)cc1 the results were BLM inh -2%, Pol kappa inh -2%, POLB inh -9%, JMJD2A Tudor inh 50µM*, Pol eta inh -17%, G9a block 13µM*, Pol iota inh 3% and BAZ2B inh 18µM*.
Cc1ccc(CNC(=O)CCCCCNc2nc(=S)[nH]c3ccccc23)cc1 was read as BLM inh -2%, POLB inh 10%, APE1 inh 13%, G9a block 29% and BAZ2B inh -4%.
Screening O=C(COc1ccccc1Cl)Nc1ccc2c(c1)C(=O)NC2=O returned BLM inh -3%, Pol kappa inh 0%, POLB inh 17%, JMJD2A Tudor inh -20%, Pol eta inh -7%, APE1 inh 12%, G9a block 48%, Pol iota inh -18% and BAZ2B inh -21%.
COCC(=O)O[C@]1(CCN(C)CCCc2nc3ccccc3[nH]2)CCc2cc(F)ccc2[C@@H]1C(C)C was read as BLM inh 3%&-9%&4%, Pol kappa inh -21%[60.1 µM], POLB inh 10%[57.1 µM], JMJD2A Tudor inh -24%, Pol eta inh -5%[57.1 µM], APE1 inh 2%&5%&3%, G9a block -49%[12.7 µM], Pol iota inh -1%[58.9 µM] and BAZ2B inh -30%.
